CCHFV vOTU inh: blocks the CCHF virus ovarian tumor domain protease; CCHFV vOTU protease, Pep-AMC fluorescence; inhibition, % at 11.5 µM; actives 0.55% (n = 370,000); AID 651958; in the data active means inhibition above about 30%; further: 0% = vehicle wells with enzyme and 100% = no enzyme wells
Anthrax LF prot: inhibitors of Bacillus anthracis lethal factor protease; P15917; multiplex microsphere protease cleavage assay, LF; inhibition, % at 10 µM; actives 0.12% (n = 360,000); further: plate controls were buffer without enzyme for full effect and enzyme alone for no effect
PrPC surface inh: reduces human prion protein on the cell surface. P04156. cell surface PrPC, TR-FRET read-out. inhibition, % at 13.8 µM. actives 0.43% (n = 370,000). AID 720596; in the data active means inhibition above about 24%; further: 0% = median of the test wells and 100% = reference compound wells
SSB-PriA inh: K. pneumoniae PriA-SSBct interaction inhibition. AlphaScreen SSBct-PriA binding, biotinylated peptide. inhibition, % at 33 µM. actives 0.6% (n = 430,000); in the data active means inhibition mostly above about 37%, no sharp cut-off; inactive means mostly below about 20%;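 further: plate controls were negative control peptide for no effect and reference peptide for full effect; strong numbers were not always called active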
3CLpro inhibitor: SARS-CoV 3CLpro protease inhibition; recombinant SARS-CoV 3CLpro, quenched FRET peptide cleavage; inhibition, % at 6 µM; actives 0.14% (n = 290,000); AID 1706; in the data active means inhibition above about 12%
Rv3671c inh: inhibits the M. tuberculosis serine protease Rv3671c; actives 0.048% (n = 320,000); P9WHR9; inhibition, % at 5.96 µM; AID 2606; in the data active means inhibition above about 38%;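 further: extracellular domain of Rv3671c used as enzyme; 0% = enzyme with DMSO and 100% = no enzyme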
Target sequence (P9WHR9 whole entry, looked up, the tested form may be a part): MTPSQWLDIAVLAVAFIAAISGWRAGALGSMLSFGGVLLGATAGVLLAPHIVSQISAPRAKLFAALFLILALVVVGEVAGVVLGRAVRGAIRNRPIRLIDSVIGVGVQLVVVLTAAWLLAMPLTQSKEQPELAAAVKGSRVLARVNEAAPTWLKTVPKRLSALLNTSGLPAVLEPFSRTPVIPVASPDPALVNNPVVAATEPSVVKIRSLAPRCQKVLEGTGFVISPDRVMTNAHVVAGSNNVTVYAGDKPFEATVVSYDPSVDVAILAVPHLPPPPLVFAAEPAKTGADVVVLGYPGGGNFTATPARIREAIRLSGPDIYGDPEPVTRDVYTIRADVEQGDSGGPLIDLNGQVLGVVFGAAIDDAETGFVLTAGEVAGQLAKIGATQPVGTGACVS
BoNT-A LC inh2: inhibitors of Botulinum neurotoxin A light chain protease; multiplex microsphere protease substrate cleavage, flow cytometry; inhibition, % at 10 µM; actives 0.17% (n = 360,000); further: plate controls were buffer without enzyme for full effect and enzyme alone for no effect
MazEF act: MazEF (E. coli) toxin RNase activation | P0AE70 | FAM/BHQ RNA-DNA oligo cleavage fluorescence, 5 h | activation, % at 20 µM | actives 0.32% (n = 350,000) | AID 504720; in the data active means activation above about 50%
Target sequence (P0AE70 whole entry, looked up): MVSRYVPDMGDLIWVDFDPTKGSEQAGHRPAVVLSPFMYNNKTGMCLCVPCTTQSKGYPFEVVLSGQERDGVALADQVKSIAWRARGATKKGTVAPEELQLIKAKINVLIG
DUSP3 inh: blocks human VHR1 dual specificity phosphatase. P51452. recombinant VHR phosphatase, pNPP absorbance. inhibition, % at 13.3 µM. actives 0.52% (n = 290,000). AID 1654; in the data active means inhibition above about 50%; further: some compounds called inactive have numbers as strong as hits
Target sequence (P51452 whole entry, looked up): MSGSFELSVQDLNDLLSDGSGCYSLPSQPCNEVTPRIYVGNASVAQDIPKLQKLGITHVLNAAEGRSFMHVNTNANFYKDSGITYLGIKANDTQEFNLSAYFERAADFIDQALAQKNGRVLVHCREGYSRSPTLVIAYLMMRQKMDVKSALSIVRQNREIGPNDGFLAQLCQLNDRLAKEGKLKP
BoNT F protease: inhibitors of Botulinum neurotoxin F light chain protease | actives 0.22% (n = 360,000) | inhibition, % at 10 µM | AID 588497 | Multiplex microsphere protease cleavage assay, flow cytometry; in the data active means inhibition above about 35%, passing the limit was not always enough; inconclusive means no clear call, values can overlap the other calls; further: plate controls were buffer without enzyme for full effect and enzyme alone for no effect
* = called active by the depositor. Unless noted, no stated cut-off is given here; in the data, active means inhibition above about 30%; inconclusive means no clear call, values can overlap the other calls; inactive means below that.

`Cc1nc(NCc2ccco2)c2c(C)c(C)sc2n1` gave CCHFV vOTU inh 0, Anthrax LF prot -9, PrPC surface inh 23, SSB-PriA inh -1, 3CLpro inhibitor 0, Rv3671c inh -1, BoNT-A LC inh2 -3.3, MazEF act -5, DUSP3 inh 10 and BoNT F protease -6.
For O=C(NCc1ccco1)c1ccccc1NC(=O)C1CC(=O)N(c2ccc(Cl)cc2)C1 (centres undefined) the results were CCHFV vOTU inh -12, Anthrax LF prot 1, PrPC surface inh -6, SSB-PriA inh -6, 3CLpro inhibitor -2, Rv3671c inh -3, BoNT-A LC inh2 0.2, MazEF act -1, DUSP3 inh -1 and BoNT F protease -6.
`Cc1ccc(C)c(NC(=O)C(c2ccccc2)N2CCN(CC(=O)NC3CC3)CC2)c1` (centres undefined) gave CCHFV vOTU inh -3, Anthrax LF prot -3, PrPC surface inh 9, SSB-PriA inh 2, BoNT-A LC inh2 0.4, MazEF act 1 and BoNT F protease -6.
Screening Cc1cccc(NC(=O)CNC(=O)C(NC(=O)Cc2ccccc2)C(C)C)c1C (centres undefined) returned CCHFV vOTU inh 8, Anthrax LF prot -1, PrPC surface inh 4, SSB-PriA inh -8, Rv3671c inh 1, BoNT-A LC inh2 -0.8, MazEF act 0 and BoNT F protease -12.
CN1C(=O)C2C(c3ccc(N(C)C)cc3)=NN(Cc3ccccc3)C2C1=O (centres undefined) was read as CCHFV vOTU inh 0, Anthrax LF prot -4, PrPC surface inh -3, SSB-PriA inh 28, 3CLpro inhibitor 0, Rv3671c inh 8, BoNT-A LC inh2 -0.5, MazEF act 5, DUSP3 inh 2 and BoNT F protease 2.
`O=C(N/N=C/c1ccc(N2CCOCC2)cc1)c1ccccn1` gave CCHFV vOTU inh -4, Anthrax LF prot -1, PrPC surface inh 1, SSB-PriA inh inactive, 3CLpro inhibitor -1, Rv3671c inh -8, BoNT-A LC inh2 0.2, MazEF act -22, DUSP3 inh 19 and BoNT F protease -3.
`O=C(NC1CCCCCC1)c1cccc(S(=O)(=O)N2CCOCC2)c1` gave CCHFV vOTU inh 3, Anthrax LF prot -5, PrPC surface inh 2, SSB-PriA inh -12, Rv3671c inh 3, BoNT-A LC inh2 0.1, MazEF act 9 and BoNT F protease 4.
For O=C(NCCCN1CCCC1=O)c1nnc(Cc2c(F)cccc2Cl)o1 the results were CCHFV vOTU inh 18, Anthrax LF prot 0, PrPC surface inh 10, SSB-PriA inh -2, 3CLpro inhibitor -8, Rv3671c inh -4, BoNT-A LC inh2 inconclusive, MazEF act -2, DUSP3 inh 13 and BoNT F protease -1.
`CC1CCCC(C)N1C(=O)CSc1nnc(COc2ccc(F)cc2)o1` (centres undefined) gave CCHFV vOTU inh -7, Anthrax LF prot -2, PrPC surface inh -3, SSB-PriA inh -7, 3CLpro inhibitor 1, Rv3671c inh -11, BoNT-A LC inh2 -4.1, MazEF act 2, DUSP3 inh 3 and BoNT F protease -10.
`COc1cccc(NC(=O)CSCc2nc3sc(C)c(C)c3c(=O)[nH]2)c1` gave CCHFV vOTU inh -6, Anthrax LF prot -4, PrPC surface inh 0, BoNT-A LC inh2 -0.2, MazEF act 1 and BoNT F protease 4.
`CCC(C)C(=O)Nc1ccc(OC)cc1[N+](=O)[O-]` (centres undefined) gave CCHFV vOTU inh -1, Anthrax LF prot -3, PrPC surface inh -3, SSB-PriA inh 8, 3CLpro inhibitor 1, Rv3671c inh -11, BoNT-A LC inh2 0.0, MazEF act -16, DUSP3 inh -7 and BoNT F protease -6.
C=C(Br)CN1[C@@H](Cc2ccccc2)[C@H](O)[C@@]23C=C[C@@H](C[C@@H]2S1(=O)=O)O3 was read as CCHFV vOTU inh -4, Anthrax LF prot 1, PrPC surface inh 0, SSB-PriA inh -1, Rv3671c inh 1, BoNT-A LC inh2 0.0, MazEF act 7 and BoNT F protease -11.
`O=C(Cn1cnc2ccccc2c1=O)NNC(=O)c1ccccc1` gave CCHFV vOTU inh -10, Anthrax LF prot -3, PrPC surface inh 11, SSB-PriA inh -4, 3CLpro inhibitor 3, Rv3671c inh 0, BoNT-A LC inh2 0.6, MazEF act 6, DUSP3 inh 12 and BoNT F protease 1.
Screening CC1CCc2c(sc(NC(=O)CSc3ncn[nH]3)c2C#N)C1 (centres undefined) returned CCHFV vOTU inh 6, Anthrax LF prot 10, PrPC surface inh 4, SSB-PriA inh -2, 3CLpro inhibitor 4, Rv3671c inh -2, BoNT-A LC inh2 -1.1, MazEF act -9, DUSP3 inh 27 and BoNT F protease inconclusive.
For CCc1nc(SCc2ccc(F)cc2)n[nH]1 the results were CCHFV vOTU inh 4, Anthrax LF prot -5, PrPC surface inh 3, SSB-PriA inh -15, 3CLpro inhibitor 2, Rv3671c inh 15, BoNT-A LC inh2 -0.6, MazEF act 3, DUSP3 inh 11 and BoNT F protease -12.
CO[C@H]1/C=C/O[C@@]2(C)Oc3c(C)c(O)c4c(O)c(c(C=NN5CCN(C)CC5)c(O)c4c3C2=O)NC(=O)/C(C)=C\C=C\[C@H](C)[C@H](O)[C@@H](C)[C@@H](O)[C@@H](C)[C@H](OC(C)=O)[C@@H]1C was read as CCHFV vOTU inh 17, Anthrax LF prot -10, PrPC surface inh -16, SSB-PriA inh 13, Rv3671c inh 4, BoNT-A LC inh2 -0.4, MazEF act -4 and BoNT F protease -9.
For Cc1cnc(C(=O)Nc2ccc(OC(F)(F)F)cc2)cn1 the results were CCHFV vOTU inh 2, PrPC surface inh 6, SSB-PriA inh -9, 3CLpro inhibitor -9, Rv3671c inh 0, MazEF act 8 and DUSP3 inh 29.
NS(=O)(=O)c1ccc(CNC(=O)c2ccc3c(=O)n4c(nc3c2)CCC4)cc1 was read as CCHFV vOTU inh -4, Anthrax LF prot 2, PrPC surface inh 5, SSB-PriA inh 0, Rv3671c inh 0, BoNT-A LC inh2 -1.1, MazEF act 1 and BoNT F protease 11.
For O=S1(=O)CC(N2CC=CC2)CN1Cc1cn(Cc2cccc(Cl)c2)nn1 (centres undefined) the results were CCHFV vOTU inh 3, Anthrax LF prot 8, PrPC surface inh 2, BoNT-A LC inh2 -0.2 and BoNT F protease 0.
Cc1ccc(Cn2cnc3ccccc32)cc1 was read as CCHFV vOTU inh 3, Anthrax LF prot 0, PrPC surface inh 10, SSB-PriA inh 4, 3CLpro inhibitor -2, Rv3671c inh 6, BoNT-A LC inh2 1.7, MazEF act 2, DUSP3 inh 15 and BoNT F protease 11.
For Clc1cccc(Cc2c(-c3ccco3)nc3ccc(Br)cn23)c1 the results were CCHFV vOTU inh 28, Anthrax LF prot 9, PrPC surface inh 42*, BoNT-A LC inh2 4.2 and BoNT F protease 8.
COc1ccccc1CNC(=O)COC(=O)c1ccc(S(=O)(=O)N2CCCCC2)cc1 was read as CCHFV vOTU inh -7, Anthrax LF prot 3, PrPC surface inh -6, SSB-PriA inh -13, Rv3671c inh -6, BoNT-A LC inh2 0.0, MazEF act -12 and BoNT F protease -3.
`COc1ccc(C(=O)N/C(=C\c2cn(S(=O)(=O)N(C)C)c3ccccc23)C(=O)N2CCCC2)cc1` gave CCHFV vOTU inh -1, Anthrax LF prot 0, PrPC surface inh -10, BoNT-A LC inh2 0.1, MazEF act 10 and BoNT F protease 5.
Screening CCc1nnc(NC(=O)CCC(=O)NC2CCCCCC2)s1 returned CCHFV vOTU inh -1, Anthrax LF prot 1, PrPC surface inh -1, SSB-PriA inh -2, 3CLpro inhibitor -1, Rv3671c inh -4, BoNT-A LC inh2 -0.6, MazEF act -7, DUSP3 inh 13 and BoNT F protease -3.
Screening Cc1cccc(N2CCN(C(=O)NC(C)c3ccc(F)c(F)c3)CC2)c1C (centres undefined) returned CCHFV vOTU inh -2, Anthrax LF prot -4, PrPC surface inh 3, SSB-PriA inh -2, 3CLpro inhibitor 2, Rv3671c inh -5, BoNT-A LC inh2 1.9, MazEF act 8, DUSP3 inh 0 and BoNT F protease 2.
`COc1cc(/C=C/C(=O)Nc2cccnc2)cc(OC)c1OC` gave CCHFV vOTU inh 2, Anthrax LF prot 1, PrPC surface inh -5, SSB-PriA inh -9, 3CLpro inhibitor 2, Rv3671c inh 3, BoNT-A LC inh2 -1.8, MazEF act 9, DUSP3 inh 16 and BoNT F protease -14.
Screening CC(C)CSc1n[nH]c(=S)s1 returned CCHFV vOTU inh -1, Anthrax LF prot -5, PrPC surface inh 3, SSB-PriA inh -2, 3CLpro inhibitor 9, Rv3671c inh 1, BoNT-A LC inh2 0.9, MazEF act 7, DUSP3 inh -3 and BoNT F protease 0.
C=C(C)CNC(=S)N1CCNC(=O)C1CC(=O)OC (centres undefined) was read as CCHFV vOTU inh -4, Anthrax LF prot -2, PrPC surface inh 3, SSB-PriA inh -5, 3CLpro inhibitor -1, Rv3671c inh -6, BoNT-A LC inh2 -0.3, MazEF act -3, DUSP3 inh 3 and BoNT F protease -3.
O=C(NC1CCCCC1)N(CCN1CCCC1)Cc1cc2cc3c(cc2[nH]c1=O)OCCO3 was read as Anthrax LF prot 5, SSB-PriA inh -7, 3CLpro inhibitor 1, Rv3671c inh -1, BoNT-A LC inh2 1.4, MazEF act -9, DUSP3 inh -13 and BoNT F protease 15.
COc1ccc(NC(=O)COC(=O)c2ccc(OCc3c(C)noc3C)cc2)cc1OC was read as CCHFV vOTU inh 1, Anthrax LF prot 2, PrPC surface inh 0, SSB-PriA inh -3, 3CLpro inhibitor 2, Rv3671c inh 4, BoNT-A LC inh2 -0.8, MazEF act -4, DUSP3 inh 37 and BoNT F protease -1.
For Cc1cc(NS(=O)(=O)c2c(C)[nH]c(=O)[nH]c2=O)ccc1Br the results were CCHFV vOTU inh 4, Anthrax LF prot 4, PrPC surface inh -2, SSB-PriA inh -10, 3CLpro inhibitor -1, BoNT-A LC inh2 1.0, MazEF act -13, DUSP3 inh -15 and BoNT F protease 2.
Screening CCC(C)NS(=O)(=O)c1ccc(OCC(=O)NCC2CCCO2)cc1 (centres undefined) returned CCHFV vOTU inh -5, Anthrax LF prot 2, PrPC surface inh -4, SSB-PriA inh 4, 3CLpro inhibitor 1, Rv3671c inh -1, BoNT-A LC inh2 0.4, MazEF act 5, DUSP3 inh -4 and BoNT F protease 7.
Screening COc1ccccc1NCCC(=O)O returned CCHFV vOTU inh 8, Anthrax LF prot -1, PrPC surface inh -7, SSB-PriA inh -13, 3CLpro inhibitor -1, Rv3671c inh -5, BoNT-A LC inh2 -0.7, MazEF act -8, DUSP3 inh -7 and BoNT F protease 3.
Screening O=C(/C=C/Nc1cccc(C(F)(F)F)c1)C(F)(F)F returned CCHFV vOTU inh -10, Anthrax LF prot -1, PrPC surface inh -5, SSB-PriA inh -10, 3CLpro inhibitor -2, Rv3671c inh 5, BoNT-A LC inh2 inconclusive, MazEF act -8, DUSP3 inh 10 and BoNT F protease 1.
`CCOC(=O)c1cccc(NC(=O)c2ccc(-n3cnnn3)cc2)c1` gave CCHFV vOTU inh -9, Anthrax LF prot 0, PrPC surface inh -1, SSB-PriA inh -6, Rv3671c inh -3, BoNT-A LC inh2 -0.1, MazEF act -11 and BoNT F protease -2.

Of the compounds above, these have a furan ring, fused or not.
`Cc1nc(NCc2ccco2)c2c(C)c(C)sc2n1` gave CCHFV vOTU inh 0, Anthrax LF prot -9, PrPC surface inh 23, SSB-PriA inh -1, 3CLpro inhibitor 0, Rv3671c inh -1, BoNT-A LC inh2 -3.3, MazEF act -5, DUSP3 inh 10 and BoNT F protease -6.
For O=C(NCc1ccco1)c1ccccc1NC(=O)C1CC(=O)N(c2ccc(Cl)cc2)C1 (centres undefined) the results were CCHFV vOTU inh -12, Anthrax LF prot 1, PrPC surface inh -6, SSB-PriA inh -6, 3CLpro inhibitor -2, Rv3671c inh -3, BoNT-A LC inh2 0.2, MazEF act -1, DUSP3 inh -1 and BoNT F protease -6.
For Clc1cccc(Cc2c(-c3ccco3)nc3ccc(Br)cn23)c1 the results were CCHFV vOTU inh 28, Anthrax LF prot 9, PrPC surface inh 42*, BoNT-A LC inh2 4.2 and BoNT F protease 8.

An excerpt. The share of hits here may be higher or lower than overall.
